# APP 5'UTR act: APP 5'UTR luciferase reporter activation | SH-SY5Y APP 5'UTR luciferase reporter, luminescence; zero percent = DMSO vehicle wells | activation, % at 2 µM | actives 1% (n = 190,000);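 active = activation above a set limit, based on mean plus 3 SD of controls, cut at about 140% in these data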; also: values of inactives mirror those of a sister screen read the other way
# STAT1 inh: inhibitors of IFN-gamma induced STAT1 signaling; inhibition, % at 5.5 µM; AID 920; actives 0.35% (n = 200,000); NIH 3T3 STAT1-luciferase reporter, luminescence;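 active = inhibition above a set limit, the mean inhibition across all tested compounds plus 3 SD, cut at about 34% in these data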;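 also: 0% = IFN-gamma with DMSO and 100% = IFN-gamma with 300 µM nifuroxazide; values of inactives mirror those of a sister screen read the other way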
# STAT1 activator: activators of IFN-gamma induced STAT1 signaling. NIH 3T3 STAT1-luciferase reporter, luminescence; 100% = IFN-gamma alone, no compound. actives 2.6% (n = 200,000). activation (% of control), % at 5.5 µM;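 active = activation above the screen-wide mean activation plus 3 SD, cut at about 130% in these data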;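 also: raw ratio to IFN-gamma control signal so 100% means no change and 0% no light; values of inactives mirror those of a sister screen read the other way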
# NF-kB expr up: NF-kB expression increase, human neuronal cells; NF-kB reporter expression; stronger effect = higher value; fold change at 12.5 µM; actives 1.6% (n = 190,000); in the data active = fold change above about 3.3
# STAT3 inh: reduces IL-6 driven STAT3 reporter signal. AID 862. inhibition, % at 5.5 µM. U3A cells, IL-6 STAT3-luciferase reporter, luminescence; host cell line lacks STAT1. actives 0.89% (n = 190,000);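 active = inhibition above the mean inhibition across all screened compounds plus 3 SD, cut at about 44% in these data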;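 also: 0% = DMSO only wells and 100% = 100 µM nifuroxazide control wells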
# Hsp70 activator: transcriptional activators of Hsp70; HeLa Hsp70 promoter luciferase reporter, luminescence; scaled: vehicle 0, proteasome-inhibitor control 100%; AID 1203; actives 0.04% (n = 200,000); activation, % at 10 µM;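 active = activation above the mean across all tested compounds plus 3 SD, cutoff set per campaign, cut at about 5.5% in these data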;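 also: 100% = MG132 at 30 µM as the positive control and 0% = DMSO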
# STAT3 activator: activators of IL-6 induced STAT3 signaling; activation (% of control), % at 5.6 µM; U3A cells, IL-6 STAT3-luciferase reporter, luminescence; 100% = signal with IL-6 EC80 alone; actives 0.91% (n = 190,000);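 active = activation above the screen-wide mean of compound activation plus 3 SD, cut at about 130% in these data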;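 also: 0% = background luminescence of wells with medium and substrate only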
#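 Test system: Human STAT1-deficient U3A cells with stable STAT3-luciferase reporter | Also added: Interleukin-6, 33 ng/mL | Timing: Compound pre-incubation 1 h before IL-6, then 6 h stimulation at 37 °C | Technique: Luciferase reporter luminescence | Read-out: Percent of IL-6-only median luminescence | Benchmarks: IL-6-only wells as 100% reference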
# Redox H2O2 prof: compounds producing H2O2 with reducing agent – biochemical, NIH compound library profiling, artefact control for MLSCN library redox annotation, primary screen | actives 0.03% (n = 200,000) | DTT-dependent redox cycling H2O2, phenol red/HRP absorbance; 100% = 100 µM peroxide control, 0% = buffer | AID 878 | activation, % at 10 µM;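 active = activation of at least 50% relative to the plate's high and low controls in the primary single-dose screen; inactive = activation below 50%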;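 also: compound incubated with DTT at 0.8 mM final as the reducing agent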
# TLR4 MyD88 comp: blocks binding of human TLR4 to MyD88; HeLa CL3-4 TLR4/MyD88 BLA complementation, FRET ratio; inhibition, % at 8.4 µM; actives 0.18% (n = 200,000); AID 861; in the data active = inhibition above about 25%;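 also: 0% = vehicle and 100% = reference inhibitor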
# Target sequence (O00206 whole entry, looked up): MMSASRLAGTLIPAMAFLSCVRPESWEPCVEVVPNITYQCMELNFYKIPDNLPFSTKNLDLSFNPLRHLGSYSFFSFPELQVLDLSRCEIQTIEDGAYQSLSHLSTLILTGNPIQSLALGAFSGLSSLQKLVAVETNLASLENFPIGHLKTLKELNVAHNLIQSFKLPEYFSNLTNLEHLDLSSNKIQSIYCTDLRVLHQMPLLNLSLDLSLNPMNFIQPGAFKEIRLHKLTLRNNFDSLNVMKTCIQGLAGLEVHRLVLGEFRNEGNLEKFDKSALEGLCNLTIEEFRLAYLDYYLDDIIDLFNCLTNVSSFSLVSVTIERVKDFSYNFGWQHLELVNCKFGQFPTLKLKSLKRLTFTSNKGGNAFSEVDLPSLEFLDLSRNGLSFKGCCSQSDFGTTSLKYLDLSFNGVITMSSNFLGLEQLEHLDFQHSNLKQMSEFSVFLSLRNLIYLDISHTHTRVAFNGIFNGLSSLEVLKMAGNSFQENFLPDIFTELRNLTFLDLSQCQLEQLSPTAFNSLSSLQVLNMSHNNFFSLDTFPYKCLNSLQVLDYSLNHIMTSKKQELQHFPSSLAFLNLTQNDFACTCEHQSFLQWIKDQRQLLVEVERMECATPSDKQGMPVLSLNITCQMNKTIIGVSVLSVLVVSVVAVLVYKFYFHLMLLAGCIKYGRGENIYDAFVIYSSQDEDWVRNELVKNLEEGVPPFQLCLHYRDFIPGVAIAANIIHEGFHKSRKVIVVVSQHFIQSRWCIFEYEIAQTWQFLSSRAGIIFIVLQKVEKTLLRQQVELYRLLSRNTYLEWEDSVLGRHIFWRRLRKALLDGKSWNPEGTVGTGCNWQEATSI
# Target sequence (Q99836 whole entry, looked up): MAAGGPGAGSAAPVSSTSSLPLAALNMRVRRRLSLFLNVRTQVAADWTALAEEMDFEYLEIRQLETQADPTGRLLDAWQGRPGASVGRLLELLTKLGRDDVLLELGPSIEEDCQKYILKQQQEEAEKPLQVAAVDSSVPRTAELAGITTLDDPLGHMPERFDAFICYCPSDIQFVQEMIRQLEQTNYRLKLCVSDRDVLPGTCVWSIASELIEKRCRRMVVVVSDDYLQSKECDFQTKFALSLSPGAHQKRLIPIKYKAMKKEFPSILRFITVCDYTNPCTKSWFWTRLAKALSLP
# Efa HMGR inh: E. faecalis class II HMG-CoA reductase inhibition | purified E. faecalis HMGR, NADPH absorbance 340 nm kinetic | inhibition, % at 10 µM | actives 0.41% (n = 190,000) | AID 1066;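 active = inhibition above a set limit, the median over all tested compounds plus 3 SD, cut at about 9.5% in these data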;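 also: enzyme runs in reverse so mevalonate oxidation gives rising NADPH absorbance; 0% = complete reaction with DMSO and 100% = background rate lacking mevalonate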
# An asterisk follows results filed as active; / = no result given. Outcome played no part in choosing rows; 5.6% or so of the library scored in one or more.
Structure,APP 5'UTR act,STAT1 inh,STAT1 activator,NF-kB expr up,STAT3 inh,Hsp70 activator,STAT3 activator,Redox H2O2 prof,TLR4 MyD88 comp,Efa HMGR inh
COc1cnn(-c2cc(Oc3ccc(C)cc3)ncn2)c(=O)c1Cl,7,-3,102,1.2,4,-0.1,95,0.3,-2,-3
Cc1cc2cc(CN(Cc3cccs3)C(=S)NCC3CCCO3)c(=O)[nH]c2cc1C (configuration not stated),6,2,98,0.63,1,-0.2,97,-0.4,0,-3
Cc1ccccc1NC(=S)NNC(=O)c1ccncc1,4,0,100,1.3,15,0.2,94,0.4,-6,-2
C=CCOc1cccc(C2C(C(=O)c3ccc(C)o3)=C(O)C(=O)N2Cc2ccncc2)c1 (configuration not stated),-10,0,100,1.1,-9,-0.3,112,0.0,8,0
O=S1(=O)CCN2C=Nc3sc4c(c3C2=N1)CCCC4,-1,5,95,0.9,8,-0.5,96,1.7,-6,-2
CC(C)c1ccc(C2C(C#N)=C(N)Oc3c2oc(CO)cc3=O)cc1 (configuration not stated),20,-13,110,1.1,10,-0.2,93,-1.0,-11,-2
COc1ccc(C(=O)C2CCN(C(=O)c3ccco3)CC2)cc1,2,8,93,0.93,22,-0.1,86,0.1,15,2
COC(=O)C1C(c2ccccc2)NC(=O)NC1(O)C(F)(F)Cl (configuration not stated),6,2,98,1.1,12,-0.3,93,-1.5,0,0
CCN(CC)C(=O)C1CCCN(Cc2sccc2C)C1 (configuration not stated),9,-8,107,1.1,4,-0.5,102,0.6,2,-8
CN1CCN(S(=O)(=O)c2ccc(Br)c3nsnc23)CC1,8,12,89,1.2,6,-0.4,101,0.1,1,-3
COC(=O)CCSCc1cn2cc(Cl)ccc2n1,-4,3,97,0.73,14,-0.5,91,-0.2,11,3
CCc1ccc2c(c1)/C(=C/C(=O)c1cccs1)C(=O)N2,-12,11,90,2.8,2,-0.5,102,1.8,17,2
CC(=O)Nc1ccc(NC(=O)COC(=O)C2(c3ccc(Cl)cc3)CCCC2)cc1,5,1,99,1,17,-0.2,86,-0.2,-18,1
O=C(CSc1nc2ccccc2s1)Nn1cnnc1,1,4,96,1.2,4,-0.6,101,-1.3,-1,0
Cc1ccsc1C(=O)Nc1ccc(O)c(-c2nc3ccccc3s2)c1,7,8,91,1.2,-1,0.1,104,-0.9,-4,0

# Some of these compounds in order of number of heavy atoms, falling.
Structure,APP 5'UTR act,STAT1 inh,STAT1 activator,NF-kB expr up,STAT3 inh,Hsp70 activator,STAT3 activator,Redox H2O2 prof,TLR4 MyD88 comp,Efa HMGR inh
C=CCOc1cccc(C2C(C(=O)c3ccc(C)o3)=C(O)C(=O)N2Cc2ccncc2)c1 (configuration not stated),-10,0,100,1.1,-9,-0.3,112,0.0,8,0
Cc1cc2cc(CN(Cc3cccs3)C(=S)NCC3CCCO3)c(=O)[nH]c2cc1C (configuration not stated),6,2,98,0.63,1,-0.2,97,-0.4,0,-3
CC(=O)Nc1ccc(NC(=O)COC(=O)C2(c3ccc(Cl)cc3)CCCC2)cc1,5,1,99,1,17,-0.2,86,-0.2,-18,1
CC(C)c1ccc(C2C(C#N)=C(N)Oc3c2oc(CO)cc3=O)cc1 (configuration not stated),20,-13,110,1.1,10,-0.2,93,-1.0,-11,-2
COc1cnn(-c2cc(Oc3ccc(C)cc3)ncn2)c(=O)c1Cl,7,-3,102,1.2,4,-0.1,95,0.3,-2,-3
COc1ccc(C(=O)C2CCN(C(=O)c3ccco3)CC2)cc1,2,8,93,0.93,22,-0.1,86,0.1,15,2
CCc1ccc2c(c1)/C(=C/C(=O)c1cccs1)C(=O)N2,-12,11,90,2.8,2,-0.5,102,1.8,17,2
O=C(CSc1nc2ccccc2s1)Nn1cnnc1,1,4,96,1.2,4,-0.6,101,-1.3,-1,0
COC(=O)CCSCc1cn2cc(Cl)ccc2n1,-4,3,97,0.73,14,-0.5,91,-0.2,11,3

# (more compounds)
Structure,APP 5'UTR act,STAT1 inh,STAT1 activator,NF-kB expr up,STAT3 inh,Hsp70 activator,STAT3 activator,Redox H2O2 prof,TLR4 MyD88 comp,Efa HMGR inh
O=C(Nc1cc(S(=O)(=O)N2CCOCC2)ccc1N1CCCC1)c1ccc2c(c1)S(=O)(=O)c1ccccc1C2=O,-7,1,99,/,-5,-0.2,110,-1.0,-10,1
OC(COC(c1ccc(F)cc1)c1ccc(F)cc1)CN1CCc2ccccc2C1 (configuration not stated),-8,3,97,0.72,-2,-0.5,105,-0.1,2,-1
CCN(CC)c1ccc2c(C)c(Cl)c(=O)oc2c1,-14,-14,114,/,-3,0.0,108,-0.2,16,-1
CCC[n+]1c(C)sc2c(OC)ccc(OC)c21,0,1,101,1.2,14,-0.1,92,-0.6,-15,8
O=C(Nc1ccccc1C(F)(F)F)c1cc(-c2cccc(O)c2)on1,47,-4,103,1.2,15,0.5,92,-0.4,-1,0
COc1ccc(NC(=O)CC2C(=O)N(c3ccc(OC)cc3)C(=O)N2CCN2CCN(C)CC2)cc1 (configuration not stated),5,6,95,1,0,-0.1,104,-0.7,14,-3
CC(C)C1Nc2c(C(=O)O)cccc2C(Nc2ccccc2C(=O)O)C1(C)C (configuration not stated),33,-1,101,1.4,-8,-0.1,106,-3.7,-6,-9
COC(=O)c1[nH]c2cc(C)ccc2c1NC(=O)CN1CCCc2ccccc21,77,-7,106,1.1,-55,-0.2,156*,2.0,-14,3
CCOC(=O)Cn1nc(C)c(NC(=O)CCc2ccccc2)c1C,3,2,98,0.95,21,-0.2,89,-0.8,-22,0
CCOC(=O)C1CCN(C(=O)COc2ccc(Cl)cc2Cl)CC1,6,9,92,1.1,5,-0.2,99,1.7,12,3
CCCS(=O)(=O)Nc1c(C(=O)O)[nH]c2ccccc12,23,7,93,0.99,-96,-0.1,184*,0.9,-3,-2
Nc1cc(C(F)(F)F)cc2c1SCC(=O)N2,-8,-5,104,1,-9,-0.3,109,0.0,-4,0
CCc1nnc(NC(=O)NC(C)(C)C)s1,-2,-1,101,1.2,-6,0.0,106,0.3,-4,0
CN1CCN(c2ccc(S(=O)(=O)N3CCCCC3)cc2NC(=O)c2ccc(C#N)cc2)CC1,-3,-1,101,1.1,19,0.2,84,-0.1,-18,-3
Cc1cc(F)ccc1NCc1ccc([N+](=O)[O-])cc1,13,-8,107,1.5,15,0.1,94,-0.4,-2,2

# Additional entries follow:
Structure,APP 5'UTR act,STAT1 inh,STAT1 activator,NF-kB expr up,STAT3 inh,Hsp70 activator,STAT3 activator,Redox H2O2 prof,TLR4 MyD88 comp,Efa HMGR inh
S=C(Nc1ccc(Br)cc1)N1CCN(C2CCCCC2)CC1,-1,0,100,1.1,7,0.3,102,-0.9,6,-2
N#Cc1ccccc1CN1C(=O)S/C(=C/c2cccn2-c2cccc(C(=O)O)c2)C1=O,-8,3,97,1.1,-1,-0.1,104,2.2,1,-3
CC(OC(=O)c1ccc(Cl)c(S(=O)(=O)N2CCc3ccccc32)c1)C(=O)Nc1ncc(Cl)cc1Cl (configuration not stated),21,0,100,0.97,-12,-0.5,105,0.2,-5,-2
O=C(O)c1cccc(S(=O)(=O)N2Cc3ccccc3C2)c1,5,-4,104,1.2,-4,-0.1,106,0.3,-12,2
O=C(c1cccc(-n2cnnn2)c1)N1CCOCC1,4,-2,100,1.4,-4,-0.6,106,-0.7,-3,-7
Cc1ccc(/C=N/n2nnnc2N)o1,-3,-3,106,1.1,-3,-0.4,102,0.0,6,-1
CCc1nc2scc(-c3ccc(C)cc3)c2c(=O)n1N,10,1,100,1.1,13,0.2,92,-0.6,1,-6
Cc1ccc(-c2nc(C3CCCN(S(=O)(=O)c4ccc(C)cc4)C3)no2)cc1 (configuration not stated),/,4,97,1.1,24,-0.3,87,-1.1,1,-3
Nc1ccc2oc3ncccc3c(=O)c2c1,10,-10,109,1.3,27,0.0,79,2.1,-1,0
Cc1cc2c(c(SCC(=O)NCc3ccccc3Cl)n1)C(=O)OC2,-8,-1,103,1.1,6,-0.1,100,0.1,12,5
CCOc1ccc2nc(SC3CC(=O)N(c4ccc(OC)cc4)C3=O)sc2c1 (configuration not stated),24,-13,112,1.2,0,-0.2,104,-3.1,5,/
COCC(=O)NC1CCN(S(=O)(=O)c2ccc(C(=O)O)cc2)CC1,12,1,99,1.1,2,0.1,102,0.5,16,1
COc1nc(-c2ccccc2)nc(C)c1CC(=O)O,-9,0,99,1,1,-0.3,104,0.2,-6,-6
CCN1CCN(CC(=O)N2c3ccccc3CC2C)CC1 (configuration not stated),18,1,99,0.91,2,-0.1,101,2.3,7,-4
COc1ccc(/C=N/Nc2nnc(C)n2N)cc1OC,3,-9,106,1.1,6,-0.2,97,0.1,1,2

# Remaining list, next part.
Structure,APP 5'UTR act,STAT1 inh,STAT1 activator,NF-kB expr up,STAT3 inh,Hsp70 activator,STAT3 activator,Redox H2O2 prof,TLR4 MyD88 comp,Efa HMGR inh
CCOC(=O)c1cc(CC)sc1NC(=O)c1ccc(N2C(=O)CCC2=O)cc1,-3,-3,103,1.2,-1,-0.3,109,2.1,-12,1
COc1ccc(S(=O)(=O)N2CCCN(S(=O)(=O)c3ccc(OC)cc3C)CC2)c(C)c1,17,2,97,0.99,-7,-0.2,112,0.0,-3,-2
c1ccc2c(c1)CSc1sccc1C2=C1CCNCC1,-7,2,98,0.88,16,0.2,92,0.0,15,-1
O=C(Nc1ccc(Cl)c(C(F)(F)F)c1)NC1CC2CCCC(C1)N2Cc1ccccc1 (configuration not stated),-7,5,94,1.1,5,-0.3,99,-1.9,-8,-3
O=c1c2c(-c3ccc([N+](=O)[O-])cc3)csc2nc2n1CCC2,2,1,97,0.6,8,-0.5,96,-0.6,-2,1
CCC(C)(c1ccc(C(=O)OC)s1)c1ccc(C(=O)OC)s1,9,-4,103,1.2,9,-0.4,101,3.1,-4,-2
c1ccc(-c2cnn3c(-c4ccccc4)c(-c4ccccc4)nc3n2)cc1,2,1,100,1.2,-8,-0.3,106,2.5,13,1
COc1cccc(NC(=O)CSc2nc(N)cc(N)n2)c1,19,-5,105,1.1,2,-0.3,98,2.5,-8,-1
CCOC(=O)N1CC=C2C(C#N)=C(N)C(C#N)(C#N)[C@H](c3ccc(OC(C)C)c(OCC)c3)[C@H]2C1,-6,-4,104,0.91,10,0.1,99,3.4,-8,-6
CCOC(=O)CSc1nc(N)c(C#N)c(CC(C)C)c1C#N,-12,3,98,1.1,2,-0.3,101,1.4,-6,-4
COc1ccccc1NS(=O)(=O)c1cc(NC(=O)c2ccncc2)ccc1N1CCCC1,23,9,91,1,-4,-0.2,104,0.1,6,8
COc1cc(CNCCO)ccc1OCC(=O)Nc1ccc(Br)cc1,19,-4,104,1.5,-14,0.2,111,2.0,2,-2
Cc1cccc(Nc2nc(N)nc(CC(=O)CSc3ccc(Cl)cc3)n2)c1,-2,-2,102,1.1,-1,-0.2,106,0.6,-9,-8

# Screening data as filed in PubChem BioAssay.
